From PubChem BioAssay
All columns: NCI-60 one-dose screen, growth in % after 48 h at 10 µM unless noted; 100 = growth as untreated, 0 = no growth, -100 = all killed.
OVCAR-3: OVCAR-3 ovarian cancer. 7% of 79,000 active. AID 1794787
SF-295: SF-295 CNS cancer cells; 5.6% of 79,000 active
SF-268: SF-268 CNS cancer cells. 3.1% of 82,000 active
DU-145: DU-145 prostate cancer; 4.2% of 81,000 active
PC-3: PC-3 prostate cancer cells | 3.9% of 80,000 active
SF-539: SF-539 CNS cancer | 6.8% of 81,000 active
U251: U251 CNS tumor cells. AID 1794753. 5.4% of 80,000 active
OVCAR-8: OVCAR-8 ovarian cancer; 4.4% of 81,000 active
SNB-19: SNB-19 CNS cancer cells; 2.5% of 81,000 active; AID 1794751
The depositor's hits bear a star; · = not tested or not shown; & = joins results of further samples. The calls were made as follows: active = growth percent below 10; inactive = the rest.

SMILES | OVCAR-3 | SF-295 | SF-268 | DU-145 | PC-3 | SF-539 | U251 | OVCAR-8 | SNB-19
Cc1cccc(/C=N\OCCc2ccccc2)n1 | 109&120 | 117&102 | 99&107 | 103&120 | 103 | 109&108 | 91&120 | 107&111 | 118&115
O=C(/C=C/c1c[nH]c2ccccc12)c1cc2ccccc2oc1=O | 96 | 99 | 90 | 107 | 85 | 96 | 92 | 100 | 90
COc1ccc(C(=O)C[N+]23CN4CN(CN(C4)C2)C3)cc1 | 102 | 98 | 101 | 110 | 79 | 108 | 100 | 102 | 104
COc1cccc(-c2c(C#N)c(-c3cccs3)nc3c2c(-c2ccccc2)nn3-c2ccccc2)c1 | 119 | 98 | 106 | 115 | 102 | 100 | 108 | 112 | 104
O=C1Nc2ccc(Cl)cc2/C1=N/c1nc(-c2ccc(F)cc2)cs1 | 39 | 40 | 46 | 70 | 17 | 49 | 25 | 45 | 34
O=C(O)CSC1(SCC(=O)O)CCCCC1 | 98 | 93 | 100 | · | 94 | 98 | 97 | 99 | 98
COc1ccc(/C(=C\c2cc(OC)c(OC)c(OC)c2)C(=O)N2CCN(c3ccccc3)CC2)cc1O | 111 | 96 | 101 | 115 | 84 | 92 | 96 | 97 | 98
CC(=O)N1N=C(c2ccc3c(c2)OCO3)CC1c1c(C)nn(-c2ccccc2)c1N1CCOCC1 (configuration not stated) | 103 | 91 | 85 | 102 | 76 | 95 | 84 | 88 | 90
O=C1Nc2ccccc2C12CCCc1ccccc12 (configuration not stated) | 81 | · | 95 | 91 | 102 | 98 | 97 | 107 | 106
O=[N+]([O-])c1cc(/C=N/Nc2nc(N/N=C/c3ccc(Cl)c([N+](=O)[O-])c3)nc(N3CCCCC3)n2)ccc1Cl | -7.5* | 93 | 65 | 30 | 53 | 36 | 18 | 31 | 73
c1cnc2cc3sc4ccccc4c3nc2c1 | 114 | 105 | 98 | 106 | 95 | 96 | 95 | 102 | 96
CCCCc1nc(Cl)c(C2CC(c3ccc(Cl)cc3)=NN2C(C)=O)[nH]1 (configuration not stated) | 102 | 96 | 84 | 99 | 90 | 102 | 93 | 95 | 95
CCCCC(=O)N1C(=O)c2ccccc2S1(=O)=O | 101 | 101 | 101 | 114 | 95 | 102 | 104 | 109 | 101
Cc1ccc(-c2csc(NC(=O)c3cc(-c4ccc(Br)cc4)nc4ccc(Cl)cc34)n2)cc1 | 90 | 96 | 89 | 98 | 79 | 106 | 91 | 89 | 88
CC(C)CCSc1nc(NNC(N)=S)c(C#N)c(-c2ccccc2)n1 | 100 | 100 | 91 | 92 | 81 | 86 | 85 | 89 | 85
CC(C)C[C@H](NC(=O)Cn1ccc2ncccc2c1=O)B(O)O | 103 | 90 | 103 | 111 | 99 | 101 | 101 | 98 | 105
CCOC(=O)CC(C)(C)CC(=O)C1CNC2=C(C1)C(=O)CC(C)(C)C2 (configuration not stated) | 99 | 98 | 100 | 107 | · | 109 | 96 | 96 | ·
CCOc1cc(C)c(C#N)c(=O)n1Nc1nc2ccccc2[nH]c1=O | 117 | 99 | 105 | 105 | 103 | 104 | 101 | 110 | 99
Nc1ccn(C2O[C@H](CO)[C@@H](O)[C@H]2O)c(=O)n1 (some centres not stated) | 89 | 59 | 86 | 94 | 86 | 73 | 49 | 58 | 101
COc1ccc2[nH]c3c(c(=O)c2c1)CCCC3 | 110 | 93 | 106 | 107 | 90 | 96 | · | 97 | 96

Ordered by length of the SMILES (largest number first): 11 of the compounds above
SMILES | OVCAR-3 | SF-295 | SF-268 | DU-145 | PC-3 | SF-539 | U251 | OVCAR-8 | SNB-19
O=[N+]([O-])c1cc(/C=N/Nc2nc(N/N=C/c3ccc(Cl)c([N+](=O)[O-])c3)nc(N3CCCCC3)n2)ccc1Cl | -7.5* | 93 | 65 | 30 | 53 | 36 | 18 | 31 | 73
Cc1ccc(-c2csc(NC(=O)c3cc(-c4ccc(Br)cc4)nc4ccc(Cl)cc34)n2)cc1 | 90 | 96 | 89 | 98 | 79 | 106 | 91 | 89 | 88
CCOC(=O)CC(C)(C)CC(=O)C1CNC2=C(C1)C(=O)CC(C)(C)C2 (configuration not stated) | 99 | 98 | 100 | 107 | · | 109 | 96 | 96 | ·
O=C1Nc2ccc(Cl)cc2/C1=N/c1nc(-c2ccc(F)cc2)cs1 | 39 | 40 | 46 | 70 | 17 | 49 | 25 | 45 | 34
CCOc1cc(C)c(C#N)c(=O)n1Nc1nc2ccccc2[nH]c1=O | 117 | 99 | 105 | 105 | 103 | 104 | 101 | 110 | 99
O=C(/C=C/c1c[nH]c2ccccc12)c1cc2ccccc2oc1=O | 96 | 99 | 90 | 107 | 85 | 96 | 92 | 100 | 90
CCCCC(=O)N1C(=O)c2ccccc2S1(=O)=O | 101 | 101 | 101 | 114 | 95 | 102 | 104 | 109 | 101
COc1ccc2[nH]c3c(c(=O)c2c1)CCCC3 | 110 | 93 | 106 | 107 | 90 | 96 | · | 97 | 96
O=C1Nc2ccccc2C12CCCc1ccccc12 (configuration not stated) | 81 | · | 95 | 91 | 102 | 98 | 97 | 107 | 106
O=C(O)CSC1(SCC(=O)O)CCCCC1 | 98 | 93 | 100 | · | 94 | 98 | 97 | 99 | 98
c1cnc2cc3sc4ccccc4c3nc2c1 | 114 | 105 | 98 | 106 | 95 | 96 | 95 | 102 | 96

(further entries)
SMILES | OVCAR-3 | SF-295 | SF-268 | DU-145 | PC-3 | SF-539 | U251 | OVCAR-8 | SNB-19
O=C(Nc1ccc(Br)cc1F)c1cc(Cl)ccc1O | 2.2* | -63* | 2.7* | 12 | -5.3* | -1.1* | -0.2* | 9.9* | 14
CSc1nc2ncnc(SC)c2[nH]1 | 115 | 102 | 102 | 110 | 92 | 103 | 84 | 103 | 116
C/C(=N\O)C(=O)NCCCCCC(=O)Nc1ccccc1 | 109 | 101 | 100 | 114 | 104 | 107 | 99 | 96 | 99
COc1ccccc1/C=C1/Sc2scc(CC(=O)Nc3ccccc3)[n+]2C1=O | 104 | 102 | 99 | · | 94 | 106 | 95 | 100 | 101
CCOC(=O)c1c[nH]c2c(Cl)c3c(cc2c1=O)[N+](=O)N=N3 | 105 | 107 | 109 | 113 | 109 | 97 | 100 | 107 | ·
Cn1cc(-c2csc(-c3cn(C(=O)OC(C)(C)C)c4ccccc34)n2)c2cccnc21 | 15 | 48 | 82 | 93 | 48 | 71 | 62 | 76 | 83
Cc1cccc(Nc2nnc(SCC(=O)N3CCC(C)CC3)s2)c1 | 118 | 387 | 105 | 101 | 91 | 108 | 100 | 100 | 98
Cc1nc2scc(-c3ccccc3)n2c(=O)c1CCNc1ccc(S(=O)(=O)N=C(N)N)cc1 | 95 | · | 97 | 111 | 84 | 97 | 98 | 95 | 90
Cc1cc(O)c(C2=NN(c3ccc(S(N)(=O)=O)cc3)C(c3ccccc3Cl)C2)cc1Cl (configuration not stated) | -13* | 63 | 12 | 4.8* | 11 | 42 | 7.8* | -15* | 58
COc1cc2c(cc1OC)/C(=C\C#N)NCC2 | 109 | 89 | 107 | 113 | 90 | 100 | 95 | 103 | 106
c1ccc(-c2cnc3sc(C(c4ccccc4)c4ccccc4)nn23)cc1 | 98 | 97 | 98 | 102 | 81 | 96 | 104 | 107 | 101
COc1ccc(CN2C(=O)/C(=C\c3cc(OC)c(OC)c(OC)c3)c3cc(OC)ccc32)cc1 | -11* | 40 | 8.0* | 7.7* | 29 | · | -48* | -43* | 60
Cc1ccc(NC(=O)[C@@H]2CC[C@H](CN3CCN(C)CC3)C2)cc1Nc1nccc(-c2cccnc2)n1 | 101 | 102 | 96 | 103 | 100 | 73 | 94 | 131 | 112
COc1cc(-n2cc(-c3cc(O)c(C/C=C(\C)CCC=C(C)C)c(O)c3)nn2)cc2c1O[C@]1(C)CC[C@@H](O)C(C)(C)[C@H]1C2 | -20* | -53* | 21 | 31 | 16 | -40* | 4.3* | 16 | 32
Clc1cccc(Cl)c1Br | 118 | 114 | 106 | 126 | 94 | 95 | 108 | 104 | 100
COc1ccc(-c2nn(-c3ccc(S(C)(=O)=O)cc3)cc2/C=N/O)cc1 | 122 | 106 | 108 | 107 | 102 | 92 | 106 | 101 | 105
O=C1C(=O)c2ccccc2C(O)=C1C1CCC(c2ccc(Cl)cc2)CC1 (configuration not stated) | 93 | 95 | 102 | 109 | 94 | 107 | 101 | 103 | 104
COc1ccc(C(O)c2cc3c(N)c(C(=O)Nc4cccc(Cl)c4)sc3nc2C)cc1 (configuration not stated) | 7.5* | 9.8* | 29 | 8.9* | 27 | 2.1* | 24 | 14 | 28
O=C1NC(c2ccccc2)(c2ccccc2)C(=O)N1CCCN1C(=O)c2ccccc2C1=O | 98 | 95 | 99 | 107 | 99 | 102 | 76 | 91 | 95
CC(=O)N1N=C(c2cc3ccccc3oc2=O)CC1c1cn(-c2ccccc2)nc1-c1ccc(Br)cc1 (configuration not stated) | · | 103 | 93 | 103 | 89 | 97 | 99 | 94 | 88
N#C/C(=C/c1ccc2c(c1)OCO2)C(=O)c1ccccc1 | 105 | 109 | 91 | 107 | 97 | 104 | · | 112 | 105
CN1CCN(c2ccc(Nc3ncnc4c3nnn4CCc3ccccc3)cc2)CC1 | 95 | 100 | 92 | 106 | 83 | 90 | 101 | 104 | 107
C=CC1=C(C)/C(=C\c2[nH]c(Cc3[nH]c(/C=C4\NC(=O)C(C)=C4C=C)c(C)c3CCC(=O)O)c(CCC(=O)O)c2C)NC1=O | 103 | 88 | 87 | 101 | 94 | 88 | 80 | 94 | 85
O=C(COc1ccc(/C=C2\COc3ccccc3C2=O)cc1)c1ccc(Cl)cc1 | 96 | 64 | 99 | 109 | · | 91 | 99 | 93 | 104
CCCCSSCCCC | 110 | 101 | 112 | 115 | 105 | 102 | 104 | 98 | 107
S=C1Nc2ccccc2C1(C1=CNC2C=CC=CC12)C1=CNC2C=CC=CC12 (configuration not stated) | 104 | 106 | 94 | 107 | 98 | 95 | 99 | 99 | 100
O=C1NNC=Nc2c1cnn2-c1ccccc1 | 107 | 106 | 101 | 107 | 105 | 97 | 108 | 106 | 109
CCCC(=O)Nc1c(I)cc(I)c(CC(CC)C(=O)O)c1I (configuration not stated) | 108 | 113 | 99 | 115 | 96 | 99 | 124 | 109 | 101
O=C(c1cnn2c1NC(c1ccc(F)cc1)C2)N1CCCCC1 (configuration not stated) | 106 | 103 | 97 | 103 | 97 | 98 | 97 | 106 | 100
COc1cc(OC)cc(Oc2nccc(-c3cn(CC(N)=O)nc3-c3cc(C)cc(OC)c3)n2)c1 | 109 | 98 | 99 | 103 | 83 | 90 | 94 | 96 | 95
COc1ccc(C(=O)c2cc(C(=O)/C=C/c3ccc(Br)cc3)c3cc(C)ccn23)cc1 | 114 | 105 | 99 | 107 | 101 | 102 | 103 | 101 | 102
c1ccc2c(c1)ccc1c(-c3ccncc3)n[nH]c12 | 91 | 97 | 79 | 95 | 73 | 62 | 68 | 94 | 73
O=C(/C=C/c1ccc(F)cc1)c1c(O)c2ccccc2oc1=O | 114 | 110 | 94 | 98 | 117 | 106 | 105 | 97 | 99
CCN1C(=O)N(CC)C2C1NC(=S)N2/N=C/C=C/c1ccccc1 (configuration not stated) | -8.5* | 3.6* | 21 | 7.3* | 21 | -14* | 16 | 6.3* | 19
O=C(/C=C/c1ccc(C(F)(F)F)cc1)C(F)(F)C(=O)/C=C/c1ccc(C(F)(F)F)cc1 | 106 | 101 | 98 | 110 | 94 | 104 | 92 | 103 | 109
ON(CCc1ccccn1)CCc1ccccn1 | 108 | 165 | 101 | 110 | 115 | 102 | 105 | 103 | 107
COc1ccc(-c2nnc(Nc3ccc(Cl)cc3)o2)cc1 | 107 | 99 | 106 | 109 | 98 | 105 | 100 | 104 | 98
CN1CCN(CC(=O)Nc2ccc(-c3nc4ccccc4s3)cc2)CC1 | 99 | 91 | 83 | 85 | 84 | -32* | 68 | 91 | 90
CCOC(=S)SCCC(=O)O | 124 | · | 118 | 121 | 100 | 98 | 98 | 96 | 97
O=C1NC(=O)/C(=C\c2ccc3c(c2)OCO3)S1 | 111 | 98 | 98 | 108 | 71 | 100 | 99 | 113 | 113
COc1ccc(C(=O)NNC(=O)c2cc(OC)c(OC)c(OC)c2)cc1N | 106 | 99 | 102 | 105 | 86 | 104 | 93 | 83 | 100
CC(C(=O)O)N1C(N)=NNC1(C)c1ccccc1O (configuration not stated) | 103 | 95 | 90 | 104 | 86 | 92 | 91 | 96 | 91
O=C(Cc1ccccc1)N/N=C\c1ccccc1 | 124 | 114 | 115 | 105 | 109 | 96 | 110 | 112 | 104
CC(=O)Nc1ncc(Cc2ccc(Cl)cc2)s1 | 101 | 95 | 88 | 85 | 89 | 91 | 93 | 93 | 91
COc1ccc(N/C=C2\C(=O)CCc3c2oc2cc(Cl)c(O)c(Cl)c32)cc1 | 86 | 98 | 82 | 94 | 87 | 54 | 60 | 84 | 81
Fc1ccc(Nc2nnc(-c3c[nH]c4ccccc34)o2)cc1 | 107 | 84 | 73 | 98 | 71 | 71 | 85 | 85 | 85
COc1cccc(CN(c2ccccc2C(=O)O)S(=O)(=O)c2ccc(C)cc2)c1 | 108 | 104 | 104 | 110 | 101 | 101 | · | 103 | 101
O=C1OCC2=C1C(c1cccc(Br)c1)c1cc3c(cc1N2CCO)OCCO3 (configuration not stated) | -61* | -5.0* | 19 | -31* | 25 | 0.3* | 6.0* | 9.0* | 32
NC(=O)NC(=O)/C=C\C(=O)O | 115 | 103 | 104 | · | 89 | 104 | 98 | 93 | 99
CSc1nc2[nH]c(=O)cc(O)n2n1 | 111 | 101 | 98 | 103 | 106 | 99 | 103 | 100 | 100
CN(C)N=Nc1ccc(C(=O)O)cc1 | 104 | 97 | 109 | 112 | 109 | 96 | 97 | 98 | 99
Cc1ccccc1-n1c(C)nc2ccc(NC(=O)NCCCl)cc2c1=O | 103 | 103 | 102 | 108 | 95 | 97 | 91 | 101 | 95
CSCCC(NC(=O)c1c(Cl)ccc(Cl)c1Cl)C(=O)O (configuration not stated) | 112 | 98 | 99 | 113 | 102 | 98 | 101 | 110 | 112
